# Screening results deposited in PubChem by National Center for Advancing Translational Sciences (NCATS).
# TRPV1 agonist – HTS Assay for Compounds that Act as Agonists of the Vanilloid Receptor 1. Transient receptor potential cation channel subfamily V member 1 (Homo sapiens), Q8NER1. TRPV1-expressing cells, Fluo-8 calcium influx, agonist mode. activation, % at 8.33 µM. hit rate 0.19% among 320,000. AID 540275, 2011; in the data active = activation above about 80%; inconclusive = between about 30% and that limit; also: 0% is about no effect
#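 Cells expressing TRPV1 were dye-loaded with Fluo-8 and read kinetically: 10 s baseline, 3 min after compound (agonist portion), then 2 min after EC20 capsaicin (allosteric enhancer portion). Calcium-bound dye fluorescence at 480/520 nm.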
# GALK inhibitor – qHTS Assay for Inhibitors of Human Galactokinase (GALK); Purified GALK, Kinase-Glo residual ATP luminescence; Potency, µM (highest dose often 57.5 µM), for the others: at the highest dose activity change, negative = inhibition, hits mostly inhibitors; P51570; hit rate 0.007% among 270,000; also: potency is read from the fitted curve at half-maximal effect; % is scaled to controls: 0 for no effect and ±100 for the full control effect
#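 Compounds were pin-transferred into ATP buffer (35 uM final), then GALK plus galactose (5 nM, 100 uM final) was added. After 1 h at room temperature, Kinase-Glo Plus was added and luminescence read after 10 min.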
# B2AR arrestin – qHTS assay of beta-arrestin-biased ligands of beta2-adrenergic receptor. Potency, µM (series often up to 46.1 µM), inactives show top-dose activation, actives largely listed as activators. AID 492947, 2010. hit rate 0.02% among 330,000. beta-arrestin recruitment to beta2AR, cell-based reporter. Beta-2 adrenergic receptor (Homo sapiens), P07550;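 also: potency is read from the fitted curve at half-maximal effect; 0% = DMSO controls and full agonism = EC100 isoproterenol or metaproterenol; nearly all actives have a fitted effect of over 65% in size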
# MLL CXXC-DNA inh – qHTS Fluorescence Polarization Assay for Inhibitors of MLL CXXC domain - DNA interaction; MLL-CXXC / FITC-HOXA9 DNA fluorescence polarization; Histone-lysine N-methyltransferase 2A (Homo sapiens), Q03164; Potency, µM (doses to about 115 µM), without a hit: top-dose activity change, negative = inhibition, actives largely listed as inhibitors; hit rate 0.037% among 290,000; active = well fitted inhibition curve with a large enough effect in the polarisation, with a control signal flat, not every such curve was filed as active; inconclusive = small, poorly fitted or top-dose-only effect, or effect the other way, or a change in a side signal; inactive = no such curve, though single readings can be large or run the other way; the % refers to the polarisation; also: potency is read from the fitted curve at half-maximal effect
#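 Steps: dispense CXXC domain solution (7 uM) → pin compounds or unlabeled HOX-A9 DNA control → 5 min ambient → add FLSN-HOX-A9 solution (50 nM) → spin → 30 min ambient → fluorescence polarization. Tris pH 7.5/NaCl/DTT/BSA buffer.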
# PKM2 act – qHTS Assay for Activators of Human Muscle isoform 2 Pyruvate Kinase; Potency, µM (titrated, usually from 57.5 µM), for inactives: top-dose activation, hits mostly activators; hit rate 0.34% among 260,000; purified PKM2, Kinase-Glo ATP luminescence, activation; response scale: 0% is enzyme alone, no compound; Pyruvate kinase PKM (Homo sapiens), P14618; AID 1631, 2009; also: potency is read from the fitted curve at half-maximal effect; % is scaled to controls: 0 for no effect and ±100 for the full control effect; nearly all actives have a fitted effect of over 55% in size
# Target sequence (P14618 whole entry, looked up, canonical isoform): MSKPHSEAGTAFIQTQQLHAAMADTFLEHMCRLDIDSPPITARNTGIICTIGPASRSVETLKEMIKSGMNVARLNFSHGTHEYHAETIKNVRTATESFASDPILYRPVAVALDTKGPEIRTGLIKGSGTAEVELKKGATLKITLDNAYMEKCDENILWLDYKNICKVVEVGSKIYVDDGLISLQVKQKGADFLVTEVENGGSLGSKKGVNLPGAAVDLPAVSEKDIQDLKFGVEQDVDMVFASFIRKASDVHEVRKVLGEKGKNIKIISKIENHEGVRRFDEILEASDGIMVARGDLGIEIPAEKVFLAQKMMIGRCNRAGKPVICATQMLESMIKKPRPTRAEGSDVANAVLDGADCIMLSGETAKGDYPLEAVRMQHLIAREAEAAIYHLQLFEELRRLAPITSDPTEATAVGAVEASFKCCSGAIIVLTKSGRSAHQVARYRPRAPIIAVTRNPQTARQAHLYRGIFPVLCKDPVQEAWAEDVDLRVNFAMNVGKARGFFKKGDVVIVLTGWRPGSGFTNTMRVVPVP
#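 Purified hPK-M2 (>95% pure) converted ADP (0.1 mM final) to ATP with 0.5 mM PEP in 50 mM imidazole pH7.2, KCl, MgCl2, Tween 20, BSA; 1 h at room temperature. ATP detected by Kinase-Glo luminescence.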
# Giardia kill – Small Molecules that selectively kill Giardia lamblia: qHTS. Giardia lamblia trophozoite viability. activity change, % at 7.66 µM, hits read low. hit rate 0.15% among 340,000. AID 540267, 2011; in the data active = activity change below about -80%; inconclusive = between about -30% and that limit;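 also: parasites exposed to compound for two days anaerobically before the ATP read; % is scaled to controls: 0 for no effect and ±100 for the full control effect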
#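 Killing of trophozoites was scored by loss of ATP luminescence after a 48 hrs anaerobic exposure to compounds at 37 deg C, using 100 cells per well.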
# KCNH2 3.1 inh – qHTS for Inhibitors of KCHN2 3.1: Mutant qHTS; Potassium voltage-gated channel subfamily H member 2, brain isoform KCNH2 3.1 (human); U2OS KCNH2 3.1, thallium flux FluxOr; hits give low values; activity change, % (tested at about 1.8 µM); hit rate 0.95% among 340,000; AID 720553, 2013;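 active = maximum activity change below -70%; inconclusive = maximum activity change from -70% to -50%; inactive = maximum activity change above -50%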;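 also: thallium influx rate constant from kinetic fluorescence after stimulation buffer; % is scaled to controls: 0 for no effect and ±100 for the full control effect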
#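 U2OS cells transduced with KCNH2 3.1 mutant virus (1.77 x 10^8 /mL, 4 h), plated overnight at 37 C, loaded 45 min with FluxOr dye plus Red40 quencher. Thallium flux rate constant from kinetic reads after stimulation buffer, normalised to controls.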
# FBPA coupling cs – qHTS Assay for Inhibitors of Fructose-1,6-bisphosphate Aldolase from Giardia Lamblia: Coupling assay counterscreen; hit rate 0.67% among 290,000; activity change, negative = inhibition, % at 58.2 µM, hits read low; coupling enzyme system counterscreen, AmpLite Red fluorescence; AID 2472, 2010; in the data active = activity change below about -30%; also: % is scaled to controls: 0 for no effect and ±100 for the full control effect
#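 Counterscreen of the coupled detection system alone, without aldolase: glyceraldehyde-3-phosphate coupling enzymes plus AmpLite Red readout. Compounds at 57.5 uM final, 10 min RT preincubation, 20 min RT reaction, fluorescence 525/598 nm.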
# USP2a inh – qHTS Assay for Inhibitors of Ubiquitin-specific Protease USP2a Using CHOP2 as the Reporter; hit rate 0.01% among 330,000; Potency, µM (doses to about 38.3 µM), for inactives: at the highest dose activity change, negative = inhibition, usual class: inhibitors; AID 463254, 2010; USP2 core, Ub-CHOP2 coupled fluorogenic reporter, 485/531; Ubiquitin carboxyl-terminal hydrolase 2 (Homo sapiens), O75604;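 also: potency is read from the fitted curve at half-maximal effect; plate controls were DMSO wells for no effect and full inhibition by NEM control for full effect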
#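 Cell-free coupled assay: 10nM USP2 core preincubated 30min RT with compound in Tris-HCl pH 8.0/CaCl2/CHAPS buffer, then 25nM Ub-CHOP2 and 25nM reporter substrate; fluorescence (Ex 485/Em 531) read after 60min RT, normalized to NEM inhibition, concentration-response curves fitted.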
# Menin MLL FP TR – qHTS Assay for Inhibitors Targeting the Menin-MLL Interaction in MLL Related Leukemias: Competition With Texas Red Labeled MLL-derived Mutant Peptide. Menin + Texas Red MLL mutant peptide, fluorescence polarization. Potency, µM (top dose mostly 61.6 µM), without a hit: at the top dose FP activity change, negative = inhibition, hits mostly inhibitors. hit rate 0.23% among 270,000. AID 1768, 2009; active = well fitted inhibition curve with a large enough effect in the polarisation, with a control signal flat, not every such curve was filed as active; inconclusive = small, poorly fitted or top-dose-only effect, or effect the other way, or a change in a side signal; inactive = no such curve, though single readings can be large or run the other way; the % refers to the polarisation; also: potency is read from the fitted curve at half-maximal effect; % of control where 0% means no effect; many of its hits are not listed in these tables
# Target sequence (O00255 whole entry, looked up): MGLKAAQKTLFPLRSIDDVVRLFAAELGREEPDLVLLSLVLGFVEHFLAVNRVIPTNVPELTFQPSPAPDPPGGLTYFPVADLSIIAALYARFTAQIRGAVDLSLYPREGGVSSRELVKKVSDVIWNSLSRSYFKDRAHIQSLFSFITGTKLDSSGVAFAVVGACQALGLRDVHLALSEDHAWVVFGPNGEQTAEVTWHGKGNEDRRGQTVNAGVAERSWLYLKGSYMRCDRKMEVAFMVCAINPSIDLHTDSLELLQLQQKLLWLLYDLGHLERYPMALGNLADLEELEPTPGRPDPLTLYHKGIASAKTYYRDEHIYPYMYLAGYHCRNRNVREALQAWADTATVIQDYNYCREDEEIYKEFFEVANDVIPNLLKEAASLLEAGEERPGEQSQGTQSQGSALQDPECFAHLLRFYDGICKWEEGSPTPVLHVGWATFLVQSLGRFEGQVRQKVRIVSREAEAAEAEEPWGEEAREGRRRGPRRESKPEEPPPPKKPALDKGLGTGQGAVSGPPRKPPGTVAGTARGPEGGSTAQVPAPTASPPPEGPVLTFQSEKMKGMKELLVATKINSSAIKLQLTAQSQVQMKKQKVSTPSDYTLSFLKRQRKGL
# hERG WT inh – qHTS for Inhibitors of KCHN2 3.1: Wildtype qHTS; Voltage-gated inwardly rectifying potassium channel KCNH2 (Homo sapiens), Q12809; U2OS, BacMam KCNH2, thallium flux FluxOr; hits give low values; activity change, % at 1.84 µM; hit rate 0.37% among 340,000; AID 720551, 2013;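 active = maximum activity change below -70%; inconclusive = maximum activity change between -70% and -50%; inactive = maximum activity change above -50%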; also: % is scaled to controls: 0 for no effect and ±100 for the full control effect
#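 U2OS cells transduced with wild-type KCNH2 virus are loaded with FluxOr dye for 45 min, and thallium flux is measured in kinetic reads before and after stimulation buffer. Rate constants are normalized to DMSO controls.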
# The depositor's hits bear a star; i = inactive; ? = inconclusive; . = not tested or not shown; [ ] = dose if it differs, or a comment. Unless noted, calls follow the shape of the dose curve; as a rule, active = well fitted curve in the direction sought with a large enough effect; inconclusive = small, poorly fitted or top-dose-only effect, or another doubt; inactive = no such curve, though single readings can be large; an effect the other way counts as inactive or inconclusive.
SMILES,TRPV1 agonist,GALK inhibitor,B2AR arrestin,MLL CXXC-DNA inh,PKM2 act,Giardia kill,KCNH2 3.1 inh,FBPA coupling cs,USP2a inh,Menin MLL FP TR,hERG WT inh
COc1cccc(N(CC(=O)NC(C)(C)C)C(=O)C2CSC(=O)C2)c1 (stereo unspecified),1,-3%,-0.1%,-1%,-1%,-3,-5,1,1%,9%,-4
Cc1ccc(OCC(=O)NCCC2=CCCCC2)cc1,?,.,0.0%,-1%,7%,-23,-10,7,4%,1%,4
Cc1cccc(Nc2ncnc3c2cnn3C)c1,?,2%,-0.3%,-13%,1%,1,-1,0,0%,8%,-4
CC1(C)CC(=O)/C(=C(/O)Cc2ccccc2)C(=NCCc2ccccc2)C1,?,3%,-0.5%,10%,2%,-20,5,1,2%,1%,-4
Cc1ccc(S(=O)(=O)c2c(C)cc(C)nc2N2CCCC2)cc1,1,2%,-0.1%,-1%,0%,11,-12,-2,-2%,?,4
CC(C)N1CC2=C(C1=O)C(c1ccc(O)cc1)NC(=O)N2C (stereo unspecified),-5,7%,-0.1%,-2%,-1%,-3,28,3,0%,0%,17
CCCC(c1nnnn1Cc1ccc2c(c1)OCO2)N1CCC(C(N)=O)CC1 (stereo unspecified),-1,2%,0.0%,-1%,2%,-14,11,2,2%,-4%,1
Cc1cc(C(F)(F)F)cc(NNC(=O)NC(=O)c2c(F)cccc2Cl)n1,-1,-3%,-0.1%,-2%,2%,25,-11,-3,0%,.,5
CCCCn1c(N)c(N(CC)C(=O)c2ccco2)c(=O)[nH]c1=O,1,.,-0.1%,.,.,-14,0,.,-1%,.,10
COC(=O)Cc1[nH]nc2c1C(c1cccc(OC)c1OC)C(C#N)=C(N)O2 (stereo unspecified),1,0%,-1.0%,-7%,-7%,-6,3,-17,-9%,3%,27
COc1c(Br)cc(Br)cc1/C=N/NC(=O)c1cccnc1,9,-3%,-0.5%,1%,3%,5,-16,0,0%,18%,-7
COc1ccc(C)cc1NC(=O)CN1CCN(c2ccc(F)cc2)CC1,6,-1%,-0.1%,11%,2%,4,-9,-1,2%,1%,8
CC1=C(C(=O)OCc2ccccc2)C(c2ccco2)C2=C(CC(C)(C)CC2=O)N1 (stereo unspecified),-3,0%,-0.1%,-3%,18%,-21,-19,1,-6%,11%,0
CCN(CCNC(=O)c1cccc(N2CCCC2=O)c1)c1ccccc1,11,2%,-0.1%,1%,-5%,-7,-22,0,-1%,3%,-10
COc1ccccc1C(=O)NC(=S)Nc1ccc(N2CCCC2)cc1,-7,-1%,0.1%,9%,-6%,-6,-4,-1,3%,27%,27
Cc1ccccc1NC(=O)C1c2cccc[n+]2CC(=O)N1c1c(C)cccc1C (stereo unspecified),1,1%,0.0%,1%,-1%,13,1,-14,1%,-2%,-3
CCCCn1c2c(c(=O)n(C)c1=O)C(CC(=O)OCC(=O)Nc1cccc(C(F)(F)F)c1)C(=O)N2 (stereo unspecified),5,8%,-1.1%,7%,0%,-15,-7,10,-3%,41%[activator],-4
COc1ccc(OCC(=O)N2CCC(Cc3ccccc3)CC2)cc1,21,-2%,0.3%,-1%,12%,-10,-4,0,0%,-13%,2
COC(=O)CSc1nc(NC(C)(C)C)nc(N(C)C)n1,6,8%,0.0%,0%,.,-8,14,-2,0%,?,0
COc1ccccc1C(=O)Nc1nnc(-c2ccco2)s1,2,-2%,0.1%,5%,7%,-11,4,3,0%,4%,-10
COc1ccc(C(=O)c2ccc(OC)c(Br)c2)cc1Br,12,.,-1.7%,1%,0%,8,-15,-1,3%,14%,-15
Cc1ccnc(NC(=O)c2cccc(S(=O)(=O)N3CCCC3)c2)c1,11,3%,-0.3%,7%,-10%,-4,18,.,-6%,.,14
O=C(NC1CCN(Cc2ccccc2)CC1)C12CC3CC(CC(C3)C1)C2,?,-1%,0.3%,9%,0%,0,2,2,1%,-3%,2
Cc1ccc(Cn2c(NCCc3ccccc3)nc3c2c(=O)n(C)c(=O)n3C)cc1,-4,-5%,0.4%,0%,-2%,0,6,-1,-1%,2%,-1
CCN1CC(CN(C)Cc2cn(-c3ccc(C)cc3)nc2-c2cccc(C)c2)CC1=O (stereo unspecified),7,-1%,0.5%,-11%,-5%,8,-27,-2,-1%,-20%,i
O=C(CC(=O)c1cc(Cl)ccc1O)c1ccccc1,10,2%,-0.2%,-2%,4%,2,-8,-2,-1%,?,0
c1ccc2c(N3CCCCC3)nc(N3CCCC3)nc2c1,0,-3%,-0.4%,5%,-3%,28,-18,3,-4%,-10%,5
COC(=O)C1CN(C(=O)COc2ccc(C)cc2)c2ccccc2O1 (stereo unspecified),20,-2%,0.2%,37%[activator],.,-6,10,-1,-1%,-24%,-11
CCC(=O)N(CC(=O)Nc1sc(C)c(C)c1C(N)=O)C1CCCCC1,-3,-1%,0.0%,-16%,-2%,-3,-10,2,0%,8%,1
CC(C)C1CC(CCNCc2ccc(N(C)C)cc2)(c2ccccc2)CCO1 (stereo unspecified),26,1%,-0.3%,0%,-7%,-20,-9,0,7%,-7%,9
N#Cc1c(SC(C(=O)O)c2ccccc2)nc2c(c1-c1cccs1)CCCC2 (stereo unspecified),1,-6%,2.3%,-3%,0%,-11,8,18,-2%,.,4
CC(Nc1cc(=O)n(C)c(=O)[nH]1)c1ccccc1 (stereo unspecified),-2,-2%,-0.2%,-1%,-4%,-10,2,0,-6%,0%,-4
CCOc1ccc(NC(=O)/C(C#N)=C/c2ccc(N3CCCC3)c(C)c2)cc1,24,3%,-1.0%,?,2%,6,-22,2,?,?,-23
Cc1ccc(C)c(NS(=O)(=O)c2c(C)ccc3nsnc23)c1,-4,2%,0.4%,-3%,5%,-3,?,-5,0%,5%,-17
CCOc1ccc(-c2nc(C#N)c(NC3CC3)o2)cc1,22,1%,0.0%,8%,4%,6,2,0,1%,-9%,-4
CC(C)(C)N=C1SCC(C)(/C=N/O)S1 (stereo unspecified),7,2%,-0.1%,7%,8%,-9,6,1,4%,6%,7
CSc1sc(C)cc1/C=N/O,-2,.,4.3%,5%,1%,18,8,2,1%,-5%,11
O=C(COc1ccccc1)NC1CCSc2ccccc21 (stereo unspecified),9,.,-0.7%,.,.,17,19,.,-1%,.,-5
COc1ccc(-n2ncc3c(SCC(=O)NNC(C)=O)ncnc32)cc1,-6,.,-0.9%,1%,.,-15,14,-5,-2%,22%,2
CC(C)(C)NC(=O)CN(Cc1cccs1)C(=O)c1csnn1,0,-2%,-0.9%,8%,-4%,-3,12,-3,2%,-11%,0
O=C(NNc1ccccc1Br)C(O)(c1cccc(C(F)(F)F)c1)c1cccc(C(F)(F)F)c1,22,.,3.8%,3%,9%,-17,?,-7,4%,43%[activator],4
O=C(N/N=C/c1sc(=O)n(Cc2ccc(Br)cc2)c1Cl)c1ccco1,6,8%,-0.9%,47%[activator],.,14,-20,.,3%,.,-16
Cc1cc(=O)[nH]c(NCCO)n1,1,7%,0.9%,-5%,?,-19,6,3,1%,7%,-6
O=C(CSc1ncn[nH]1)N/N=C/c1ccc(C(F)(F)F)cc1,1,0%,0.1%,-1%,2%,11,0,.,0%,.,39
CCCNc1ccc(C(=O)OCC)cc1[N+](=O)[O-],14,0%,0.0%,-3%,?,-21,-19,0,1%,-6%,-11
COc1ccc(CNC(=O)C(C)Sc2ccc(S(=O)(=O)N3CCOCC3)cn2)cc1 (stereo unspecified),2,.,-0.4%,.,.,11,-13,.,3%,.,-5
Cc1ccc2[nH]c(C(=O)N3CCC(C(N)=O)CC3)cc2c1,-5,-7%,-0.4%,7%,-3%,12,-3,-1,0%,-12%,-7
CCCNC(=O)NNC(=O)c1ccc(F)cc1,-1,0%,-0.2%,6%,1%,-9,-10,-1,1%,-2%,-6

# The list is partial; rates above refer to the full screens.
